ABCB6 inh MLPCN – inhibitors of human ABC transporter ABCB6; Q9NP58; K562-ABCB6 porphyrin accumulation, flow cytometry, 1 h; stronger effect = lower value; fluorescence ratio to DMSO, % at 10 µM; 0.19% of 360,000 active; AID 602162;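 active = fluorescence ratio to DMSO below 75%, the collection mean minus 3 SD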;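 note: signal is porphyrin accumulated inside mitochondria; 100% equals median channel fluorescence of DMSO control wells; lower ratio means ABCB6 inhibition with less porphyrin fluorescence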
PDI inh – inhibitors of human protein disulfide isomerase | P07237 | PDI insulin aggregation turbidity, A650, 90 min | inhibition, % at 10 µM | AID 588391 | 0.052% of 350,000 active;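 active = mean inhibition across replicates of 30% or more, whatever share of single replicates reach that level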;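 note: absorbance from insulin aggregation driven by PDI reduction with DTT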
aDG glyco up – increases alpha dystroglycan glycosylation. Pro5-aDG cells, alpha-DG glycosylation AlphaScreen (IIH6); 0% Pro5, 100% B10-LARGE cell signal. activation, % at 10 µM. 0.22% of 360,000 active. AID 624168;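 active = activation of at least 8% versus controls, or a plate z-score of at least 8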;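 note: Pro5 are CHO cells carrying HIG-tagged alpha-DG that lacks glycosylation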
N-glyco inh – blocks N-linked glycosylation in D54 reporter cells; reporter increase, % at 12.5 µM; D54 ERlucT glycosylation luciferase reporter, 24 h; percent of 100 nM tunicamycin response; AID 588692; 0.23% of 360,000 active;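 active = mean luciferase reporter signal, scaled so untreated is 0 and the glycosylation-blocking control 100, at or above a set limit in every replicate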;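 note: luciferase carries N-glycosylation sites so blocking glycosylation raises the light; 0% = median of neutral control wells and 100% = median of 100 nM tunicamycin wells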
MC4R antagonist – blocks human MC4R cAMP signaling. P32245. MC4R-expressing cells, MTII-stimulated cAMP, LANCE TR-FRET. inhibition, % at 6.5 µM. 0.48% of 360,000 active. AID 540295;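 active = inhibition above its plate's cutoff, the mean of tested wells on that plate plus 3 SD, cut at about 29% in these data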;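 note: 0% = Melanotan II alone and 100% = Melanotan II plus saturating MCL0020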
Target sequence (P32245 whole entry, looked up): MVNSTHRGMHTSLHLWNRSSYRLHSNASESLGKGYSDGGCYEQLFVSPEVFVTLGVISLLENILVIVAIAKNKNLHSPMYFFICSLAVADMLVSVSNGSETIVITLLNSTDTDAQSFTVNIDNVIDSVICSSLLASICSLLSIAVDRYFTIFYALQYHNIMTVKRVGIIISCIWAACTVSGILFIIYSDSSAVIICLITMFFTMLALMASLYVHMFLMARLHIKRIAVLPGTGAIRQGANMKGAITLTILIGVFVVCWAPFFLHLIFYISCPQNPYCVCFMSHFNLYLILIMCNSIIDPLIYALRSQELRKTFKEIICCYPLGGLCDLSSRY
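System – human MC4R-expressing U2OS cells · Also added – Melanotan II · Dosing – one concentration, 6.5 µM nominal · Timing – 30-min compound, 1-h challenge, 1-h detection, room temperature · Measured by – Eu-cAMP/anti-cAMP TR-FRET, emission 671 nm · Replicates – singlicate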
Vif inh – inhibitors of HIV Vif | AID 602346 | 0.35% of 340,000 active | HEK293T cells, Vif self-association by quenched fluorescence, imaging, 24 h | inhibition, % at 7.49 µM; in the data active = inhibition above about 50%, passing the limit was not always enough; note: some results filed as inactive read as strong as hits
H9c2 protect – protects H9c2 cardiomyocytes from peroxide injury; H2O2 injury protection, ATPLite, 2 h; protection from H2O2 cell death, % at 20 µM; 0.63% of 360,000 active; AID 588492;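 active = compounds giving at least 50% protection of heart cells from peroxide-induced death in the single-dose screen, raw or plate-pattern-corrected value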;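 note: 0% = DMSO wells with peroxide and 100% = DMSO wells without peroxide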
MC4R barr agon – agonists of human melanocortin 4 receptor (MC4R) beta-arrestin; U2OS MC4R beta-arrestin complementation, luminescence; percent of melanotan II response, DMSO zero; AID 540308; 0.98% of 360,000 active; activation, % at 8.9 µM; P32245;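 active = activation above a per-plate cutoff, the mean activation of sample wells on that plate plus 3 SD, cut at about 8% in these data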
CaV13 FRET inh – Primary screen for inhibitors of IQ motif and Ca2+-dependent inactivation inhibitor domain binding in CACNA1D, Förster resonance energy transfer in living cells, … | HEK cells, CFP/YFP FRET ICDI-IQ, plate reader, 10 min; percent FRET-ratio fall versus neutral wells | inhibition, % at 12.3 µM | 0.098% of 340,000 active | AID 743397;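 active = mean replicate inhibition of at least 30% and at least 1% of replicates passing that level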;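 note: 0% = median of the neutral control wells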
HTR2A ag – agonists of mouse serotonin 5-HT2A receptor (HTR2A); CHO-K1 mHTR2A beta-arrestin complementation, luminescence; percent of 30 µM serotonin response; activation, % at 7.6 µM; 0.66% of 360,000 active;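 active = activation above a run cutoff, the mean activation of all tested compounds plus 3 SD, cut at about 14% in these data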;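 note: 0% = plate median of compound wells and 100% = 30 µM serotonin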
Target sequence (P35363 whole entry, looked up): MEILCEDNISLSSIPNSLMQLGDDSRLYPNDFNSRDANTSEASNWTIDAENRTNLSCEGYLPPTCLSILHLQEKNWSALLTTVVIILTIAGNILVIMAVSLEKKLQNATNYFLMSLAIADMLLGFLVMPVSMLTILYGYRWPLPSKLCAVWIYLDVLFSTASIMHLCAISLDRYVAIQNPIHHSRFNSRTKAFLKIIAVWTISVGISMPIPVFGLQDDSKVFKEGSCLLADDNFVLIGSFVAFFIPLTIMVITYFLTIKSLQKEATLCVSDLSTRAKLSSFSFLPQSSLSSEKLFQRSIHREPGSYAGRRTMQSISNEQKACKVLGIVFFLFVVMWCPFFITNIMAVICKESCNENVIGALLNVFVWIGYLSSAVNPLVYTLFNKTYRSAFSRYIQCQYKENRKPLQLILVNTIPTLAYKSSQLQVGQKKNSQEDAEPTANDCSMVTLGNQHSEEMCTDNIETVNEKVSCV
* hit, by the source's call; · = no result given.

SMILES | ABCB6 inh MLPCN | PDI inh | aDG glyco up | N-glyco inh | MC4R antagonist | Vif inh | H9c2 protect | MC4R barr agon | CaV13 FRET inh | HTR2A ag
CCCCOP(=O)(OCCCC)C(O)c1ccc(N(C)C)cc1 (configuration not stated) | 98 | -15 | 0.0 | -1 | 11 | 13 | 0 | -1.3 | -4 | 3
Brc1ccc(-c2ccc(/C=N/Nc3nncc(-c4ccccc4)n3)o2)cc1 | 103 | 4 | -0.5 | 0 | -4 | 13 | 9 | -0.3 | -3 | 8
Cc1ccc(C(=O)/C=C/c2ccc(Br)cc2)o1 | 100 | -2 | 1.0 | 19 | 4 | -2 | -16 | -1.6 | -6 | -4
COc1ccc(C2=NN(C(N)=S)C(c3ccco3)C2)cc1 (configuration not stated) | 126 | 0 | 0.4 | 1 | -4 | 0 | -6 | -2.8 | 8 | 9
Cc1cccc(NC(=O)c2nc[nH]c2C(=O)N[C@@H](C)C(=O)OC(C)(C)C)c1 | 94 | -1 | 0.3 | 0 | 2 | -12 | 2 | 4.7 | -6 | 4
NC(=O)c1cc2ccccc2oc1=NCc1ccccc1 | 196 | -1 | -0.2 | -6 | -6 | · | -6 | -1.5 | · | 3
CC1CCN(C(=O)c2ccc(NC(=O)c3ccccc3)cc2)CC1 | 97 | -5 | 0.1 | 3 | 10 | -2 | 5 | -2.6 | · | -5
C=CCn1c(SCCC#N)nnc1-c1ccncc1 | 95 | -4 | 0.1 | 1 | 3 | -8 | 4 | -2.2 | -6 | 4
O=C(O)c1cc(/C=N\O)ccc1OCc1ccccc1 | 100 | 0 | 4.0 | 2 | 12 | -3 | 1 | -1.5 | -5 | 2
O=S(=O)(c1ccc(NC(=S)N/N=C/c2ccc(O)c(O)c2)cc1)N1CCOCC1 | 97 | 0 | -0.1 | -1 | -5 | -11 | 6 | -2.1 | -7 | -6
CN(C)c1ccc(CC(=O)N2CCCC(c3cc(C(=O)Nc4ccc(F)c(Cl)c4)no3)C2)cc1 (configuration not stated) | 96 | 10 | -0.1 | -4 | 4 | -11 | -23 | -2.6 | -13 | -1
O=C(CSc1n[nH]c(-c2ccco2)n1)Nc1sc2c(c1C(=O)Nc1ccccc1)CCCC2 | 93 | -2 | 0.0 | -3 | 10 | -25 | -3 | 2.2 | -6 | 16*
O=C1/C(=C/c2cccnc2)Oc2cc(OS(=O)(=O)c3ccc(F)cc3)ccc21 | 99 | -7 | 0.3 | 1 | 2 | -6 | 30 | 1.2 | -8 | 2
Cn1c(=O)c2[nH]c(C=Cc3ccc4c(c3)OCO4)nc2n(C)c1=O | 105 | 1 | -0.3 | 0 | 6 | 7 | 5 | -2.7 | -2 | -3
C[C@H](CO)N1C[C@H](C)[C@@H](CN(C)Cc2ccc(Oc3ccccc3)cc2)Oc2cc(Br)ccc2S1(=O)=O | 98 | 0 | 0.1 | -5 | 8 | 11 | -21 | -2.6 | -7 | -4
O=C(CSc1nnc(-c2ccccn2)n1Cc1ccccc1)NC1CCCC1 | 91 | -1 | 0.1 | 0 | 2 | -5 | -3 | -0.5 | -1 | 0
O=C(CCCCl)Nc1nc(-c2ccc3c(c2)OCCO3)cs1 | 97 | -8 | -0.1 | -8 | 14 | -17 | -11 | 0.6 | -3 | 2
N/C(=N\OCC(=O)Nc1ccccc1)c1nonc1N | 102 | 10 | -0.1 | 1 | -4 | 3 | 6 | 1.3 | -4 | 4
CN1C(=O)c2cccc3c(N)ccc(c23)C1=O | 103 | 3 | 0.1 | 9 | -19 | · | 15 | 2.0 | -137 | 1
COc1ccc(OC)c(NC(=S)NN2CCN(C)CC2)c1 | 94 | -10 | 0.2 | -4 | 2 | 1 | 0 | -0.8 | -2 | 3
Cc1ccc(S(=O)(=O)N2CCC(C(=O)NNC(=O)c3ccncc3)CC2)cc1 | 99 | 4 | -0.3 | 2 | 9 | 7 | -5 | -1.9 | 7 | 8
Cc1ccccc1Cn1c2ccccc2c2cnn(CC(=O)NCc3ccco3)c(=O)c21 | 99 | 1 | 0.7 | 7 | 6 | 5 | 0 | 5.2 | -5 | 7
COc1ccc(N2C(=O)CCC2=O)cc1 | 96 | -3 | -0.1 | 1 | 3 | 1 | 1 | -0.3 | -5 | -3
Cn1c(CNc2ccc(F)cc2)nc2ccccc21 | 96 | 3 | -0.1 | -3 | 8 | 7 | -7 | -0.6 | 4 | 7
O=C1NC[C@@H](CCCCN2CCN(Cc3ccccc3)C(=O)C2=O)N(CC2CCCCC2)C1=O | 103 | · | -0.2 | · | · | · | · | · | -4 | 7

Additional entries.
SMILES | ABCB6 inh MLPCN | PDI inh | aDG glyco up | N-glyco inh | MC4R antagonist | Vif inh | H9c2 protect | MC4R barr agon | CaV13 FRET inh | HTR2A ag
CCCCSc1nc(O)cc(=O)n1CC | 100 | -2 | -0.3 | 0 | -2 | -4 | -2 | 0.6 | -20 | 2
Cn1c(=O)n(C)c2cc([N+](=O)[O-])c(N3CCN(S(=O)(=O)c4ccc(C(C)(C)C)cc4)CC3)cc21 | 92 | -3 | 3.1 | -3 | 1 | -11 | -24 | -1.1 | 1 | 0
CCCCN1CC[C@H]2C=CC[C@@H](C(=O)NCc3ccc(OC)cc3)[C@H]2C1=O | 94 | -5 | 0.1 | 1 | 3 | 14 | 12 | -2.3 | -3 | 0
O=C(c1cc(C(=O)N2CCOCC2)c2nc3ccccc3n2c1)c1cc(Cl)cc(Cl)c1O | 98 | 5 | 0.0 | 1 | 10 | -4 | -3 | -2.4 | -14 | -3
COc1cc(/C=C2\SC(=S)N(NC(=O)c3ccc(O)c(OC)c3)C2=O)ccc1O | 249 | 2 | -0.2 | 2 | 12 | -3 | -7 | -2.7 | -6 | -5
Cc1noc(C)c1C(=O)Nc1nc(-c2ccc(F)cc2)cs1 | 105 | 6 | 0.4 | 2 | 9 | -2 | -4 | 0.5 | -5 | -9
Cc1ccc(O)c(NC(=O)c2ccccc2-c2ccccc2C(=O)O)c1 | 98 | -28 | -0.1 | 1 | -1 | -2 | 4 | -0.3 | 4 | 8
CC(=O)Nc1sc(C)c(C)c1C(=O)OCC(=O)N(CCC#N)c1cc(C)cc(C)c1 | 102 | 0 | 0.0 | 0 | 12 | -2 | -1 | 0.6 | -6 | 10
Cc1ccc(NC(=O)COC(=O)/C=C/c2ccco2)cc1S(=O)(=O)N(C)C | 86 | 3 | -0.3 | -1 | 8 | -1 | 1 | -0.7 | -6 | 0
CC(C)C[C@H](N)c1cn([C@@H](Cc2cc3ccccc3[nH]2)C(=O)N2CCNCC2)nn1 | 102 | 0 | -0.1 | -4 | 0 | · | 0 | 3.6 | -5 | -5
Cc1nc(NC(=O)CSc2nnc(-c3ccccc3)c(-c3ccccc3)n2)c(Cl)cc1Cl | 103 | -4 | 0.0 | -4 | 3 | -5 | -6 | 1.3 | -5 | 3
Brc1ccc(N=C(c2ccccc2)c2ccncc2)cc1 | 89 | 0 | 0.0 | 1 | -2 | 0 | 5 | -1.9 | -3 | 2
CC1=NN(c2ccc(C(=O)O)cc2)C(=O)/C1=C/c1ccc(-c2ccccc2F)o1 | 98 | -4 | -0.2 | 1 | 23 | -11 | -14 | -1.9 | · | 0
CCP(=O)(CC)c1cccc(N)c1 | 95 | 21 | 0.2 | 3 | 5 | -10 | 4 | -1.0 | -4 | 1
CNC(=O)c1ccsc1NC(=O)C1CCN(S(=O)(=O)c2cccs2)CC1 | 77 | 11 | -0.4 | 2 | -5 | -14 | 8 | -0.8 | -7 | 3
O=C(Nc1ccc(F)c(Cl)c1)c1cc(C2CCCCN2C(=O)CCc2ccccc2)on1 (configuration not stated) | 94 | 6 | 0.2 | -5 | 2 | -11 | -6 | -1.0 | -5 | -5
CC(=O)c1ccc(Sc2nnc(C)s2)c([N+](=O)[O-])c1 | 106 | 3 | 0.1 | -3 | 1 | -8 | 3 | -1.4 | -6 | 3
Clc1nc(Cl)c2ncn(-c3ccccc3)c2n1 | 97 | 7 | 0.3 | -8 | 5 | -5 | -7 | -2.2 | -6 | 2
Cc1ccc(NS(=O)(=O)c2ccc3c(c2)OCCCO3)cc1S(=O)(=O)N1CCOCC1 | 96 | -8 | -0.1 | 0 | 11 | -10 | -2 | 1.3 | -5 | 4
COc1ccccc1C(=O)Nc1ccnn1C1CCN(C2CCCCC2)CC1 | 88 | 10 | -0.4 | -1 | 2 | 7 | 4 | -1.4 | -4 | -1
OC(CCCC(O)c1ccccc1)c1ccccc1 (configuration not stated) | 102 | -6 | -0.3 | 0 | 4 | 9 | -5 | -1.1 | -5 | 10
CS(=O)(=O)N1CCc2cc(-c3csc(NCC4CCCO4)n3)ccc21 (configuration not stated) | 102 | 1 | -0.2 | -2 | 1 | · | 0 | -0.8 | -7 | -2
Cc1nc2nc(C)c(NS(=O)(=O)c3ccc(C4CCCCC4)cc3)c(=O)n2[nH]1 | 96 | -2 | 0.0 | 3 | -2 | 21 | -2 | 0.1 | -4 | 7
CN(Cc1nc(-c2cccc(Cl)c2)no1)C1CCOCC1 | 98 | 2 | 0.2 | 3 | 12 | -1 | 1 | 0.9 | 2 | 1
CC1C(=O)N(Cc2cn(CCC3OCCO3)nn2)CCS(=O)(=O)N1Cc1ccc(-c2ccc(F)cc2)cc1 (configuration not stated) | 102 | -15 | 0.2 | -1 | 6 | -4 | 2 | -1.0 | 1 | 3
CCc1nn2cc(C(=O)c3ccccc3O)cnc2c1-c1ccc(F)cc1 | 92 | -2 | 0.0 | 1 | -3 | -3 | -12 | 2.6 | -3 | -1
CC1(C)C=C(c2ccc(C(=O)O)s2)CC(C)(C)N1 | 101 | 7 | 0.0 | 0 | 20 | 4 | 3 | -0.1 | -5 | 2
CC(=O)N/N=C(\C)CC(=O)Nc1ccc2c(c1)OCCO2 | 82 | -26 | -0.2 | 1 | 2 | 2 | 6 | -3.4 | 5 | 0
CCOC(=O)/C(C#N)=C/Nc1ccccc1NS(=O)(=O)c1ccc(C)c(C)c1 | 98 | 0 | -0.1 | -1 | 16 | 0 | -4 | -1.7 | -2 | -2
O=C(CSCc1c(Cl)cccc1Cl)NCc1ccccn1 | 98 | 6 | 0.0 | -1 | 1 | 3 | 0 | 1.8 | 1 | 1

Five entries from above in a different format.
Results follow in this order: ABCB6 inh MLPCN, PDI inh, aDG glyco up, N-glyco inh, MC4R antagonist, Vif inh, H9c2 protect, MC4R barr agon, CaV13 FRET inh, HTR2A ag
Cc1ccccc1Cn1c2ccccc2c2cnn(CC(=O)NCc3ccco3)c(=O)c21
    99, 1, 0.7, 7, 6, 5, 0, 5.2, -5, 7
COc1ccc(N2C(=O)CCC2=O)cc1
    96, -3, -0.1, 1, 3, 1, 1, -0.3, -5, -3
Cn1c(CNc2ccc(F)cc2)nc2ccccc21
    96, 3, -0.1, -3, 8, 7, -7, -0.6, 4, 7
O=C1NC[C@@H](CCCCN2CCN(Cc3ccccc3)C(=O)C2=O)N(CC2CCCCC2)C1=O
    103, ·, -0.2, ·, ·, ·, ·, ·, -4, 7
CCCCSc1nc(O)cc(=O)n1CC
    100, -2, -0.3, 0, -2, -4, -2, 0.6, -20, 2

Source: PubChem BioAssay
